RMI-FANCM inh: blocks RMI1/RMI2 complex binding to FANCM MM2 peptide | Fluorescence polarization, RMI core complex with F-MM2 peptide; active compounds read low | FP signal (polarization) at 33 µM | hit rate 0.58% among 70,000 | AID 1159607; in the data active means FP signal below about 40; further: inactives centre near 61; strong numbers were not always called active; unit not given here
Active calls of the source: *; & = joins results of further samples. Only part of the results is shown, so the mix of outcomes need not match the whole.

SMILES	RMI-FANCM inh
Cc1nc(C)c(-c2ccn(C(=O)c3c(C)noc3C)n2)o1	56
O=C(Cc1csc(Nc2cccc(C(F)(F)F)c2)n1)NCc1cccnc1	62
COc1cc(C(=O)Nc2cccc3c2C(=O)c2ccccc2C3=O)cc(OC)c1OC	64
CCCC1C(=O)N2C(N(C)C)=Nc3ccc(C)cc3N2C1=O (stereo unspecified)	53
O=C1CCCN1CCCn1c(SCc2c(F)cccc2F)nc2ccccc2c1=O	57
CCOC(=O)c1sc(-c2ccccc2)cc1NC(=O)c1ccc(S(=O)(=O)N(CCOC)CCOC)cc1	54
CC(C)(C)C(=O)N1CCc2ccc(NS(=O)(=O)c3ccc(F)cc3F)cc21	65
COc1cccc(NC(=O)c2cc(-c3cccs3)nc3c2c(C)nn3C2CCS(=O)(=O)C2)c1 (stereo unspecified)	72
CS(=O)(=O)c1cccc2sc(N3CCN(C(=O)c4ccc([N+](=O)[O-])o4)CC3)nc12	53
COc1ccc(NC(=O)c2ccccc2F)cc1	59
O=C(CCCSc1ccc(NC(=O)c2ccc(F)cc2)nn1)NCc1cccnc1	63
CS(=O)(=O)C(C#N)=C1SCCCCS1	48
CC(NC(=O)Cc1ccc([N+](=O)[O-])cc1)c1ccccc1 (stereo unspecified)	60
Cc1ccc(-c2csc(-c3cnccn3)n2)c(C)c1	62
OC(COc1ccc(Br)cc1)CN1CCN(C(c2ccccc2)c2ccccc2)CC1 (stereo unspecified)	73
CS(=O)(=O)NCCNC(=O)c1ccc(NC(=O)C2CC2)cc1	64
Cc1ccc(-c2ccc(=O)n(CCCC(=O)Nc3nccs3)n2)cc1	64
O=C(NCCc1ccc(N2CCCC2)cc1)C(=O)Nc1ccc2c(c1)OCCO2	103
CC(Sc1ncc(-c2cccc(Br)c2)o1)C(=O)NCc1ccccc1 (stereo unspecified)	77
O=[N+]([O-])c1cc(/C=N\Nc2ccc(Br)c(Cl)c2)cs1	49
CCOC(=O)C1CCCN(S(=O)(=O)c2ccc(F)c(Cl)c2)C1 (stereo unspecified)	57
COC(=O)c1sccc1S(=O)(=O)Nc1ccc(N2CCN(C)CC2)cc1	54
NC(CCCC(F)(F)F)C(=O)O (stereo unspecified)	51
O=C(CSc1nc2ccc(Br)cc2c2nc3ccccc3n12)NCC1CCCO1 (stereo unspecified)	57
C(=C\c1ccccc1)/CSc1nnc(-c2ccccc2)o1	75
O=C(Oc1cccc2cccnc12)c1cccs1	61
Cc1ccc(C(=O)NCCNC(=O)c2ccc(NC(=O)C3CC3)cc2)cc1C	68
N#C/C(=C\N1CCC(C(N)=O)CC1)C(=O)Nc1cccc(Cl)c1	64
COc1ccccc1NC(=O)CSc1nc2c(sc3ncccc32)c(=O)n1Cc1ccccc1	108
O=C1c2cccc3cccc(c23)C(=O)C1c1ccccc1	56
O=S(=O)(O)c1ccc2[nH]c(=S)[nH]c2c1	58
Cc1ccc(-c2nc(CCNC(=O)/C=C/c3ccccc3)cs2)cc1	58
O=C(NCCS(=O)(=O)N1CCN(c2ncccn2)CC1)c1cc(=O)c2ccccc2o1	58
N#Cc1c(-c2ccccc2)cc(-c2ccccc2)[nH]c1=S	57
O=C(O)c1ccncc1Br	55
O=S(=O)(c1ccc(Cl)cc1)n1ccc(-c2cnc3ccccc3n2)c1	49
Nc1[nH]c(=O)[nH]c(=O)c1Br	56
Cc1ccc(CC(=O)N2CCNC(=O)C2(C)C)cc1	66
COCCNC(=O)c1ccc2c(=O)n(CC(C)C)c(SCC(=O)c3c[nH]c4ccccc34)nc2c1	69
CCn1nccc1C(=O)N=c1sc2c(C)ccc(OC)c2n1C	69
Cc1cccc(NC(=S)NC(C)C(c2ccccc2)N2CCN(C)CC2)c1C (stereo unspecified)	69
CN(C)CCOC(=O)c1ccc2c(c1)C(=O)c1ccccc1-2	73
Cc1nc2sccn2c(=O)c1NC(=O)C(c1ccccc1)c1ccccc1	57
O=C(CSC1=NS(=O)(=O)c2cc(Cl)ccc2N1)Nc1ccc(C(F)(F)F)cc1	53
CC(=O)Nc1ccc(NS(=O)(=O)c2cc(S(=O)(=O)Nc3ccc(NC(C)=O)cc3)c3cccc4c3c2SC4=O)cc1	59
CCOc1ccc(OCC)c(S(=O)(=O)NCCOc2ccc3nnc(C)n3n2)c1	65
CCC(NC(C)C)C(O)c1ccc(O)c(O)c1 (stereo unspecified)	54&56
O=C(NCc1cccnc1)c1ccc(Cn2cnc3ccccc32)o1	66
CC(C)N1CCc2c(sc(NC(=O)c3ccc(Cl)s3)c2-c2nc3ccccc3s2)C1	-19*
Cc1ccc(C(=O)Nc2c(C)cccc2C(C)C)cc1C	68
COc1ccc2oc(=O)c(S(=O)(=O)c3ccc(Cl)c(Cl)c3)cc2c1	72
CCCCCN(C(=O)NC(=O)Nc1cccc([N+](=O)[O-])c1)S(=O)(=O)c1ccccc1	61
CCOC(=O)N1CCN(CN2CCCCC2=O)CC1	60
CC1CCc2c(sc(NC(=O)CSc3nnc(-c4ccncc4)n3Cc3ccccc3)c2C#N)C1 (stereo unspecified)	55
CCOC(=O)c1sc(NC(=O)C(F)(F)F)c(C(=O)OCC)c1C	53
O=C(Nc1ccccc1C(=O)Nc1ccncc1)c1ccccc1	53
COc1cc(CCC(=O)NNC(=O)c2ccc(Cl)cc2)cc(OC)c1OC	49
COc1ccc(NS(=O)(=O)c2ccc3c(c2)C(=O)c2ccccc2C3=O)cc1	58
O=C(CNS(=O)(=O)c1ccc(F)c(Cl)c1)N1CCOC(c2ccccc2)C1 (stereo unspecified)	70
Cn1c(=O)c2c(SCC(=O)N3CCCCCC3)nc(-c3ccccc3F)nc2n(C)c1=O	59
(listing goes on)
SMILES	RMI-FANCM inh
Cc1cccc(C(=O)Nc2nnc(SCC(=O)Nc3ccccc3F)s2)c1	51
Cc1cc(NC(=O)c2c(C)noc2C)no1	34
CCOCC(=O)Nc1cc(N2CCCS2(=O)=O)ccc1OC	65
O=S(=O)(CCN1CCN(C(c2ccccc2)c2ccccc2)CC1)c1ccc(Cl)cc1	60
Cc1sc(NC(=O)c2ccc(N(C)C)cc2)c(C#N)c1C	61
CN(C)CCCN(C(=O)c1ccc(C(=O)c2ccccc2)cc1)c1nc2cc3c(cc2s1)OCO3	132
Cc1ccc(/C=C/C(=O)N2CCC3(O)CCCCC3C2)cc1 (stereo unspecified)	63
Cc1nc(-n2nc(-c3ccco3)cc2NC(=O)Cc2ccc(F)cc2)[nH]c(=O)c1C	61
COc1ccc(CC(=O)NCC(=O)N/N=C\c2ccc(C)o2)cc1	64
Cc1ccc(-n2nnnc2CNC(=O)c2ccc([N+](=O)[O-])o2)cc1	57
O=C(Nc1nnc(C23CC4CC(CC(C4)C2)C3)s1)c1ccccc1I	55
COC(=O)c1ccc(C(=O)N(CCn2cccn2)c2nc3c(F)cccc3s2)cc1	62
COc1cc(Cn2cc(CC(=O)Nc3nccs3)c3ccccc32)cc(OC)c1	83
CO/N=C\c1nc2ccccc2s1	56
Cc1cccc(CSc2nnc(Cc3cc(=O)[nH]c(=O)[nH]3)n2-c2cc(C)ccc2C)c1	59
CN1C(=O)C/C(=N/O)N(C)C1=O	41
O=S(=O)(NCc1ccc2c(c1)OCO2)c1cccc2cnccc12	54
CCOC(=O)c1c(-c2ccccc2)oc2c1cc(NS(=O)(=O)c1ccc(C)cc1C)c1ccccc12	60
Cc1cc(C)nc(SCCn2c(Br)nc3c2c(=O)[nH]c(=O)n3C)n1	54
O=c1c(Cl)c(N2CCOCC2)cnn1-c1cnc2ccccc2n1	56
N#Cc1c(N=Cc2c(O)ccc3ccccc23)oc(-c2ccccc2)c1-c1ccccc1	54
CO[C@H]1C[C@H](O[C@H]2[C@H](C)[C@@H](OC3O[C@H](C)C[C@H](N(C)C)[C@H]3OC(C)=O)[C@@H](C)C[C@]3(CO3)C(=O)[C@H](C)[C@@H](OC(C)=O)[C@@H](C)[C@@H](C)OC(=O)[C@@H]2C)O[C@@H](C)[C@@H]1OC(C)=O (stereo partly specified)	60
CC(C)NS(=O)(=O)c1ccc(C(C)(C)C)cc1	61
CC/C(=N/NS(=O)(=O)c1ccc(C)cc1)c1ccco1	51
O=C(CSc1nccc(-c2cccs2)n1)N1CCOCC1	60
Cc1ccccc1OCC(=O)Nc1ccc2c(c1)N(C(=O)C1CCCC1)CC2	70
COc1ccc(CC(=O)NN)cc1OC	54
O=C(Cn1c(=O)oc2ccccc21)c1ccc(Cl)cc1	65
CC1=C(OC(=O)/C=C/c2ccccc2)C(=O)CC1	51
COc1ccc(Cc2nn3c(C(=O)c4cccs4)nn(-c4ccc(C)cc4)c3nc2=O)cc1	51
O=C(NCCCSc1ccccc1F)c1ccc(Cl)cc1Cl	57
O=C(NCc1nnnn1-c1ccc(Cl)cc1)c1ccc(-c2ccccc2)cc1	58
O=C(c1ccccc1)N1CCC(n2cccc2)CC1	54
Brc1c(CSc2nc3ccccc3o2)nc2ccccn12	59
C1=CC=CC(C2C=CC=CC=C2)C=C1	47
CC(C)Oc1ccc(C(=O)NCC(c2ccc3c(c2)CCCN3C)N2CCN(C)CC2)cc1 (stereo unspecified)	63&68
Cc1cccc(Nc2ncnc3c2nnn3C)n1	55
O=C(Nc1nnc(C2CC2)s1)c1ccc2c(c1)OCO2	54
CC(=O)c1ccc(S(=O)(=O)N2CCN(c3ccc4nncn4n3)CC2)cc1	70
N#CC1=C(SCc2ccccc2)NC(=O)CC1c1ccccc1Cl (stereo unspecified)	66
O=C(NCCC1=CCCCC1)C(=O)NCC1CCN(Cc2ccco2)CC1	71
O=C(Nc1ccc(F)c(F)c1)c1sccc1S(=O)(=O)N1CCN(c2ccc(F)cc2)CC1	59
CC(C)(C)c1csc(CN2CCN(C(=O)c3cccc(C(F)(F)F)c3)CC2)n1	60
O=c1[nH][nH]c2cccc(F)c12	54
O=C1CC(c2nc3ccccc3n2CCCCOc2ccccc2)CN1c1ccccc1F (stereo unspecified)	58

19 consecutive entries from above, for reference:
SMILES	RMI-FANCM inh
O=C(CSc1nccc(-c2cccs2)n1)N1CCOCC1	60
Cc1ccccc1OCC(=O)Nc1ccc2c(c1)N(C(=O)C1CCCC1)CC2	70
COc1ccc(CC(=O)NN)cc1OC	54
O=C(Cn1c(=O)oc2ccccc21)c1ccc(Cl)cc1	65
CC1=C(OC(=O)/C=C/c2ccccc2)C(=O)CC1	51
COc1ccc(Cc2nn3c(C(=O)c4cccs4)nn(-c4ccc(C)cc4)c3nc2=O)cc1	51
O=C(NCCCSc1ccccc1F)c1ccc(Cl)cc1Cl	57
O=C(NCc1nnnn1-c1ccc(Cl)cc1)c1ccc(-c2ccccc2)cc1	58
O=C(c1ccccc1)N1CCC(n2cccc2)CC1	54
Brc1c(CSc2nc3ccccc3o2)nc2ccccn12	59
C1=CC=CC(C2C=CC=CC=C2)C=C1	47
CC(C)Oc1ccc(C(=O)NCC(c2ccc3c(c2)CCCN3C)N2CCN(C)CC2)cc1 (stereo unspecified)	63&68
Cc1cccc(Nc2ncnc3c2nnn3C)n1	55
O=C(Nc1nnc(C2CC2)s1)c1ccc2c(c1)OCO2	54
CC(=O)c1ccc(S(=O)(=O)N2CCN(c3ccc4nncn4n3)CC2)cc1	70
N#CC1=C(SCc2ccccc2)NC(=O)CC1c1ccccc1Cl (stereo unspecified)	66
O=C(NCCC1=CCCCC1)C(=O)NCC1CCN(Cc2ccco2)CC1	71
O=C(Nc1ccc(F)c(F)c1)c1sccc1S(=O)(=O)N1CCN(c2ccc(F)cc2)CC1	59
CC(C)(C)c1csc(CN2CCN(C(=O)c3cccc(C(F)(F)F)c3)CC2)n1	60

Carrying on.
SMILES	RMI-FANCM inh
O=C(O)c1nccnc1C(=O)NCCSCc1c(F)cccc1Cl	65
N#Cc1c(OCC(F)(F)F)ccc(S(=O)(=O)Oc2ccc([N+](=O)[O-])cc2)c1OCC(F)(F)F	54
Cn1cccc1C(CN)N1CCc2ccccc2C1 (stereo unspecified)	75
CCOC(=O)Cn1cc(Cl)c(=O)c(Cl)c1	56
CC1(C)COc2cc(NC(=O)C3CCCCC3)ccc2NC1=O	67
O=C(Cn1ncn2nc(-c3ccc(F)cc3)cc2c1=O)Nc1ccc2c(c1)OCCO2	159
Cc1ccc(S(=O)(=O)N2CCN(Cc3ccccc3)CC2)s1	58
O=C(Cn1nc(-c2ccco2)c2sc(N3CCCC3)nc2c1=O)Nc1ccc(F)c(Cl)c1	69
COCC(=O)N1CCCc2ccc(NS(=O)(=O)c3ccc4c(c3)CCCC4)cc21	70
CC(C)c1cc(Br)ccc1OCCCC(=O)O	67
CCS(=O)(=O)N1CCc2ccc(NC(=O)c3ccc(Br)o3)cc2C1	62
CCC(=O)Nc1ccc(SCC(=O)Nc2cc(Cl)ccc2OC)nn1	111
Cc1c(N=C/C=C/c2ccc([N+](=O)[O-])cc2)c(=O)n(-c2ccccc2)n1C	63
COc1ccc(-n2nnnc2-c2c[nH]c3ccc(C)cc23)cc1	54
Cc1ccc(-c2csc(CN3CCN(c4cccc(Cl)c4)CC3)n2)cc1	54
c1ccc(-c2cc(-c3ccccc3)c(N3CCCC3)nn2)cc1	61
CSc1ccccc1C(=O)Nc1cc(C)nn1-c1nc2c(cnn2-c2ccc(F)cc2)c(=O)[nH]1	64
CSc1ccc(/C=C(\C#N)S(=O)(=O)c2ccc(Cl)cc2Cl)s1	61
CCn1c(Cc2ccccc2)n[nH]c1=S	57
Cc1cc2nccc(-c3cccs3)n2n1	62
CCc1c(C)nc(-n2nc(C)cc2N)[nH]c1=O	70
Cc1ccc(Cl)c2sc(NC(=O)CN3C(=O)CCC3=O)nc12	61
CCCCC(=O)c1ccc(Br)cc1	60
C#CCn1c(=NC(=O)c2ccccc2)sc2cc(C(=O)OC)ccc21	74
COc1ccc(N2C(=O)C3N=NN(Cc4cc(OC)ccc4Br)C3C2=O)cc1 (stereo unspecified)	60
CCc1cccc(CC)c1NC(=O)Cn1c(=O)n(Cc2cccs2)c(=O)c2ncccc21	67
O=S(=O)(Nc1ccc(NCc2cccs2)nn1)c1ccc(Cl)cc1	58
COc1ccc2nc(N3CCN(C(=O)c4ccc(C)cc4)CC3)sc2c1	63
COC(OC)c1ccc(C#N)c(SCC(=O)c2ccc(C)cc2)n1	45
Cc1onc(-c2ccccc2)c1-c1csc(-c2ccno2)n1	56
Cn1ccc(C(=O)Nc2ccc3c(c2)OCCO3)n1	67
